MrgX1 ag = activates human MrgX1 receptor signaling; Q96LB2; MrgX1-HEK293 cells, Fluo-4 calcium fluorescence, agonist mode; active compounds read high; B-score at 10 µM; 0.44% of 310,000 active; AID 588627;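 active = calcium response B-score plate-corrected fluorescence ratio at least 3 library SD, with starting fluorescence B-score inside 5 SD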
Target sequence (Q96LB2 whole entry, looked up): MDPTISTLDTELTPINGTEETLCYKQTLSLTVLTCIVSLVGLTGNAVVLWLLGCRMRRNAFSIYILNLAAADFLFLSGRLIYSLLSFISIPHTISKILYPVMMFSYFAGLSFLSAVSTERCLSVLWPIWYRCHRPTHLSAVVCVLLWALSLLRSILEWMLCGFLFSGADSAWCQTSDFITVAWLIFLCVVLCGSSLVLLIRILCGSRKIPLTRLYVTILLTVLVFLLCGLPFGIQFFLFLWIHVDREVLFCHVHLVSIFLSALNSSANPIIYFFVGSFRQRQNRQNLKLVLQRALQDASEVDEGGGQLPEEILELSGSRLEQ
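Assay system: MrgX1-expressing HEK293 cells / Amount: fifteen thousand cells per well / Doses: test compound in the initial addition of three / Timing: cells plated overnight, dye loaded 0.5 h 37 °C, 0.5 h room temperature / Technique: kinetic calcium dye fluorescence, Fluo-4 NW / Control set: positive and negative controls per plate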
TRPC4 inh = blocks the mouse TRPC4 cation channel. Q9QUQ5. HEK293 TRPC4beta/mu-opioid, DAMGO-evoked Fluo4 calcium flux; active compounds read low. B-score at 10 µM. 0.39% of 300,000 active. AID 2247;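 active = B-score over 3 SD under the library average, no early fluorescence shift, positive overall ratio signal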
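Material: HEK293 cells with stable TRPC4beta plus mu-opioid receptor expression; probe or stimulus: DAMGO in two steps, submaximal then maximal; technique: Fluo4 calcium fluorescence by kinetic imaging, 5 s 1 Hz baseline; measure: integrated fluorescence ratio relative to baseline, converted to per-well B score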
SKKanGAS inh = inhibitors of SKKanGAS S. pyogenes growth in kanamycin (SK-promoter or general growth effect); BacTiter-Glo, 6 h; AID 1662; inhibition, % at 7.5 µM; 1.3% of 300,000 active;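 active = mean replicate score, as percent of positive control median, at least 50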;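 also: strain carries kanamycin resistance gene driven by streptokinase promoter and grows in 40 µg/ml kanamycin; loss of luminescence reflects streptokinase promoter inhibition or plain growth inhibition; 0% = median of DMSO wells and 100% = positive control at its reference dose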
TRPC4 PAM = allosterically enhances the mouse TRPC4 cation channel. B-score at 10 µM. 0.42% of 310,000 active. Q9QUQ5. AID 2227. HEK293 TRPC4beta/mu-opioid, DAMGO EC20, Fluo-4 Ca2+ flux; active compounds read high;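 active = B-score of calcium response area above 5 SD of library B-scores, with initial fluorescence ratio within 5 SD of library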;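 also: B-score of integrated fluorescence ratio over time as area under calcium response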
TRPC6 act = activators of mouse TRPC6 channel; AID 2550; HEK293-TRPC6 membrane potential dye fluorescence; active compounds read high; B-score at 10 µM; 0.13% of 310,000 active;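 active = B-score of the integrated fluorescence ratio above library mean plus 3 SD, and starting fluorescence ratio within library mean plus 5 SD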;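 also: higher score means more depolarization so channel activation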
TRPC6 inh = inhibitors of mouse TRPC6 channel | Q61143 | AID 2553 | 1.1% of 310,000 active | B-score at 10 µM | HEK293-TRPC6, membrane potential dye, ACh-evoked depolarization; active compounds read low;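 active = B-score under library mean minus 3 SD, initial fluorescence not abnormally high, positive integrated signal ratio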;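 also: B-score derived from integrated fluorescence ratio over the kinetic read; more negative B-score means stronger inhibition of depolarization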
MrgX1 antagonist = antagonists of human MrgX1 receptor. Q96LB2. AID 588676. B-score at 10 µM. 1.3% of 310,000 active. MRGX1-HEK293 calcium flux, Fluo-4, BAM8-22 antagonism; active compounds read low;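 active = calcium-response B-score plate-corrected more than 3 library SD below zero, starting fluorescence within 5 deviations, no agonist response on first addition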;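 also: peak minus trough fluorescence over baseline after final BAM8-22 challenge near maximal dose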
ANO1 activ = mouse TMEM16A channel activation, primary screen; 0.3% of 340,000 active; AID 623877; Q8BHY3; HEK293 TMEM16A/YFP-H148Q/I152L, iodide quench fluorescence; active compounds read low; B-score at 10 µM;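 active = fluorescence-ratio B-score plate-corrected deviation score at least 3 library SD below zero, with starting fluorescence score within 5 deviations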;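 also: channel opened by trigger with iodide after compound preincubation; score built on the fluorescence ratio of max minus min over baseline; more negative score means more quench and so TMEM16A activation or potentiation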
MrgX1 PAM = human MrgX1 positive allosteric modulation, primary screen; Q96LB2; MrgX1-HEK293, Fluo-4 calcium flux, FDSS; active compounds read high; B-score at 10 µM; 0.63% of 310,000 active;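 active = plate-corrected calcium response at least 3 library SD above typical, normal starting fluorescence, not activating the receptor alone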;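 also: compound read alongside a low EC10 to EC30 dose of BAM8-22 agonist; peak minus trough fluorescence over baseline measured at the second addition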
TRPC4 agonist = TRPC4 (mouse) channel activation. B-score at 10 µM. HEK293 TRPC4beta/mu-opioid, Fluo4 calcium fluorescence; active compounds read high. 0.49% of 310,000 active. Q9QUQ5;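 active = B-score above 5 SD of library B-scores, and initial fluorescence ratio not above library mean plus 5 SD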;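 also: positive B-score marks a calcium rise read as TRPC4 activation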
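Assay system: HEK293 stable line with TRPC4beta plus mu-opioid receptor; schedule: 45 min room-temperature Fluo4 loading, 110 s read; technique: kinetic Fluo4 calcium fluorescence; evaluation: integrated baseline-normalised fluorescence ratio, converted to per-well B score; controls: buffer (low) and maximal DAMGO (high)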
TMEM16A inh = blocks the mouse calcium-activated chloride channel TMEM16A; normalized B-score (activity score, 25-100; higher = stronger inhibition) at 10 µM; Q8BHY3; HEK293 TMEM16A/YFP iodide influx fluorescence, ionomycin; 1.2% of 310,000 active; AID 588511;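 active = ratio plate-corrected score three or more library SD toward inhibition, starting fluorescence score within five deviations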;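 also: score derived from kinetic fluorescence span divided by baseline fluorescence per well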
* = called active by the depositor; i = inactive; · = no result given.

SMILES	MrgX1 ag	TRPC4 inh	SKKanGAS inh	TRPC4 PAM	TRPC6 act	TRPC6 inh	MrgX1 antagonist	ANO1 activ	MrgX1 PAM	TRPC4 agonist	TMEM16A inh
O=C(NC1Cc2ccccc2C1)c1cc(COc2ccc(F)cc2Cl)on1	i	i	-4	i	i	i	i	i	i	i	i
CCC(C)(C)n1nnnc1C(c1cc2ccc(OC)cc2[nH]c1=O)N1CCCCC1 (stereo not given)	i	i	3	i	i	i	i	i	i	i	i
CCOc1c(C)cnc2c1c(=O)n(Cc1c(F)cccc1Cl)c(=O)n2C	i	i	11	i	i	i	i	i	i	i	i
COc1ccccc1OCC(O)CN1C(=O)NC(C)(C)C1=O (stereo not given)	i	i	-2	i	i	i	i	i	i	i	i
CCc1ncc(CN2CCCC(C(=O)Nc3cccc(-c4cccc(C)c4)c3)C2)cn1 (stereo not given)	i	i	-5	i	i	i	i	i	i	i	i
CC(C)OCC(O)CCc1n[nH]c(=S)n1-c1ccccc1 (stereo not given)	i	i	0	i	i	i	i	i	i	i	i
COc1ccc(CCc2nnc(CCC(=O)N(C)Cc3ccnc4ccccc34)o2)cc1	i	i	3	i	i	i	i	i	i	i	i
O=C(N/N=C\c1ccccc1)c1ccccc1-n1cccc1	i	i	-10	i	i	i	i	i	i	i	i
CCN(CC(=O)Nc1ccc(C)c(F)c1)CC(=O)NC(C)(C)C	i	i	-17	i	i	i	i	i	i	i	i
Cc1ccc(C)c(NCC(O)c2ccccc2)c1 (stereo not given)	i	i	-8	i	i	i	i	i	i	i	i
Cn1cccc1CC(=O)NNC(=S)Nc1ccc(Cl)cc1	i	i	-6	i	i	i	i	i	i	i	i
COc1ccc2[nH]c3c(=O)n(Cc4ccncc4)cnc3c2c1	i	i	-6	i	i	i	i	i	i	i	i
COc1ccc(C(=O)Nc2ccc(S(=O)(=O)Nc3onc(C)c3C)cc2)c(OC)c1	i	i	6	i	i	i	i	i	i	i	i
COc1ccc(OC)c(/C=C2\SC(=S)N(Cc3cccnc3)C2=O)c1	i	i	18	i	i	i	i	i	i	i	i
O=c1cc(N2CCc3ccccc32)[nH]c(=O)n1-c1ccccc1	i	i	2	i	i	i	i	i	i	i	i
C=CCN(C(=O)CSc1nc2c(sc3ccccc32)c(=O)n1CCN(CC)CC)c1ccccc1	i	i	9	i	i	i	i	i	i	i	i
Cc1ccc(C2CC2C(=O)NNC(=S)Nc2cccc(C)c2)cc1 (stereo not given)	i	i	-4	i	i	i	i	i	i	i	i
COC(=O)c1cc(OC)c(OC)cc1NC(=O)c1cc(C(C)(C)C)oc1C	i	i	-5	i	i	i	i	i	i	i	i
CC(C)c1ccc(NC(=O)Cn2ncn3c(cc4ccccc43)c2=O)cc1	i	i	-2	i	i	i	i	i	i	i	i
COc1cc(NC(=O)CC(C)S(=O)(=O)c2cc3c(cc2C)NC(=O)CO3)cc(OC)c1OC (stereo not given)	i	i	-1	i	i	i	i	i	i	i	i
O=C(O)c1cc(N2C(=O)C3CC=CCC3C2=O)ccc1NCc1cccnc1 (stereo not given)	i	i	1	i	i	i	i	i	i	i	i
Cc1cn2c(N)c(C=C3C=C(Cl)C(=O)C(Cl)=C3)c(=O)nc2s1	·	i	47	i	83*	i	·	-6.8*	·	i	·
COc1ccccc1CC(=O)N(Cc1ccccc1)c1cccc(C)c1	i	i	4	i	i	i	i	i	i	i	100*
Cc1ccc(NC(=O)CSc2nc3ccccc3c3nc(CCn4cncc4C)nn23)c(C)c1	i	i	4	i	i	i	i	i	i	i	i
CN(C1CCCCC1)S(=O)(=O)c1ccc(S(=O)(=O)N2CCN(C(=O)c3ccccc3F)CC2)cc1	i	i	3	i	i	i	i	i	i	i	i

The last three records of the part before lead into the next.
SMILES	MrgX1 ag	TRPC4 inh	SKKanGAS inh	TRPC4 PAM	TRPC6 act	TRPC6 inh	MrgX1 antagonist	ANO1 activ	MrgX1 PAM	TRPC4 agonist	TMEM16A inh
COc1ccccc1CC(=O)N(Cc1ccccc1)c1cccc(C)c1	i	i	4	i	i	i	i	i	i	i	100*
Cc1ccc(NC(=O)CSc2nc3ccccc3c3nc(CCn4cncc4C)nn23)c(C)c1	i	i	4	i	i	i	i	i	i	i	i
CN(C1CCCCC1)S(=O)(=O)c1ccc(S(=O)(=O)N2CCN(C(=O)c3ccccc3F)CC2)cc1	i	i	3	i	i	i	i	i	i	i	i
CC(=O)c1csc(Nc2ccccc2Cl)n1	i	i	-1	i	i	i	i	i	i	i	i
Cc1ccccc1N(C(=O)c1csnn1)C(C(=O)NC(C)(C)C)c1ccncc1 (stereo not given)	i	i	7	i	i	i	i	i	i	i	i
O=S(=O)(c1ccc(F)cc1)N1CCN=C1SCc1cccnc1	i	i	-12	i	i	i	i	i	i	i	i
CCOc1ccccc1OCC(=O)Nc1cc(S(=O)(=O)N2CCCCC2)ccc1N1CCN(CC)CC1	i	i	-8	i	i	i	i	i	i	89*	i
COc1ccc(-c2sc(Nc3ccccc3)n[n+]2-c2ccc(F)cc2)c(C)c1C	i	i	5	i	i	-5.4*	i	-5*	i	i	i
COc1ccc(OC)c(S(=O)(=O)N2CCC(C(=O)NC3CCCCC3)CC2)c1	i	i	0	i	i	i	i	i	i	i	i
CCn1c(-c2ccc3ncccc3c2)n[nH]c1=S	i	i	4	i	i	i	i	i	i	i	i
OC(COC(c1ccc(F)cc1)c1ccc(F)cc1)CN1CCCC(C(F)(F)F)C1 (stereo not given)	i	i	2	i	i	i	i	i	i	i	i
O=C(N1CCCCC1)C1(c2ccccc2)CCCCC1	i	i	11	i	i	i	i	i	i	i	i
CCC(Sc1ncccc1C(=O)O)C(=O)N1CCOCC1 (stereo not given)	i	i	2	i	i	i	-6.8*	i	i	i	i
Cc1nc2ccccc2n1C1CCN(CC(=O)NCc2ccc(F)cc2)CC1	i	i	1	i	i	i	i	i	i	i	i
O=S(=O)(O)CCS	i	i	0	i	i	i	i	i	i	i	i
CC(C)CN(CC(C)C)C(=O)c1cc2c(=O)n3ccccc3nc2s1	i	i	5	i	i	i	i	i	i	i	i
O=C(Nc1ccccn1)c1cccnc1	i	i	3	i	i	i	i	i	i	i	i
COc1ccccc1/C=C1\SC(=O)N(CCC(=O)N2CCCCC2CCO)C1=O (stereo not given)	i	i	-7	i	i	i	i	i	i	i	i
NC(=O)c1ccc(/C(N)=N/S(=O)(=O)c2cc(C(F)(F)F)cc(C(F)(F)F)c2)cc1	i	i	-7	i	i	i	i	i	i	i	i
CCOc1ccccc1NC(=S)N1C2CCC1CC(NC(=O)NC13CC4CC(CC(C4)C1)C3)C2 (stereo not given)	i	i	16	i	i	i	i	i	i	i	i
O=C(CC(=O)N/N=C/c1ccccc1)NCc1ccccc1	i	i	-7	i	i	i	i	i	i	i	i
O=C(CN(Cc1ccccc1Cl)C(=O)CNS(=O)(=O)c1ccc(F)cc1)NCC1CCCO1 (stereo not given)	i	i	27	i	i	i	i	i	i	i	i
CC12CCC(=O)N1C(C(=O)OCC(=O)Nc1cccc(Br)c1)CS2 (stereo not given)	i	i	0	i	i	i	i	i	i	i	i
O=C1C2C3C=CC(C3)C2C(=O)N1CCCCN1C(=O)C2C3C=CC(C3)C2C1=O (stereo not given)	i	i	-5	i	i	i	i	i	i	i	i
CC1CCCC(C)N1/N=C/c1ccc(O)c(O)c1 (stereo not given)	i	i	1	i	i	i	i	i	i	i	i
CC(C)NS(=O)(=O)c1ccc(N2C(=O)c3ccccc3C2=O)cc1	i	i	8	i	i	i	i	i	i	i	i
COc1ccc(-n2cnc3sc(-c4ccccc4)cc3c2=O)cc1	i	i	-3	i	i	i	i	i	i	i	i
O=C(CN1C(=O)NC2(CCCCCCC2)C1=O)NC(=O)NCc1ccco1	i	i	9	i	i	i	i	i	i	i	i
SMILES	MrgX1 ag	TRPC4 inh	SKKanGAS inh	TRPC4 PAM	TRPC6 act	TRPC6 inh	MrgX1 antagonist	ANO1 activ	MrgX1 PAM	TRPC4 agonist	TMEM16A inh
O=C(Cc1cccs1)NCC1CCCO1 (stereo not given)	i	i	-1	i	i	i	i	i	i	i	i
COc1ccc(N2CC(C(=O)Nc3cccc(C)n3)CC2=O)cc1 (stereo not given)	i	i	-5	i	i	i	i	i	i	i	i
COC(=O)CC/C(O)=C1\C(=O)CC(C)(C)CC1=Nc1ccccc1OC	i	i	-3	i	i	i	i	i	i	i	i
COc1cccc(/C=C/c2onc(C)c2S(=O)(=O)N2CCC(C(=O)NC3CCCCCC3)CC2)c1	i	i	6	i	i	i	i	i	i	i	i
C1=CC2CC1CC2CNCc1ccco1 (stereo not given)	i	i	-1	i	i	i	i	i	i	i	i
COc1ccc(C2/C=C\CN(C(=O)c3ccc(C)cc3)[C@H](Cc3ccccc3)C(=O)N2Cc2ccc(F)cc2)cc1 (stereo not given in full)	i	i	15	i	i	i	i	i	i	i	i
COc1cc(NC(=O)CN(c2ccc(C)cc2)S(=O)(=O)c2c(C)noc2C)cc(OC)c1	i	i	4	i	i	i	i	i	i	i	i
Brc1ccc(C2NCCS2)cc1 (stereo not given)	i	i	·	i	i	i	i	i	i	i	i
CCOc1ccccc1CN1CCNC(=O)C1CC(=O)NCc1cc(C)n(C)n1 (stereo not given)	i	i	4	i	i	i	i	i	i	i	i
Cc1ccc(-n2nc3c([n+]2[O-])CCc2nonc2-3)cc1	i	i	3	i	i	i	i	i	i	i	i
O=C(O)C1CCCCC1C(=O)Nc1ccc(OCc2ccccc2)cc1 (stereo not given)	i	i	-4	i	i	i	i	i	i	i	i
O=C(CC(=O)NN=C1CCCCCC1)NCc1cccnc1	i	i	-2	i	i	i	i	i	i	i	i
O=C(NC1CCCCC1)N(Cc1nc2ccccc2c(=O)[nH]1)C1CCCCC1	i	i	0	i	i	i	i	i	i	i	i
COCCNC(=O)CCc1nnc2ccc(N3CCC(C)CC3)nn12	i	i	-4	i	i	i	i	i	i	i	i
c1ccc(COC(CN2CCCCCC2)CN2CCCCCC2)cc1	i	i	-1	i	i	i	i	i	i	i	i
